Screens: PubChem BioAssay, several laboratories
proCasp3 act – activators of human procaspase-3 D3A mutant, primary screen, biochemical, absorbance, PC-3 D3A mutant, single concentration | Caspase-3 (Homo sapiens), P42574 | 330,000 tested, 0.11% active | activation, % at 8.5 µM | recombinant procaspase-3 D3A, Ac-DEVD-pNA absorbance 405 nm;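 active means activation above the mean of all tested compounds plus 3 SD, cut at about 21% in these data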;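 further: 0% = DMSO alone and 100% = DMSO wells spiked with extra 5 µM PC-3 D3A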
Target sequence (P42574 whole entry D9A/D28A/D175A): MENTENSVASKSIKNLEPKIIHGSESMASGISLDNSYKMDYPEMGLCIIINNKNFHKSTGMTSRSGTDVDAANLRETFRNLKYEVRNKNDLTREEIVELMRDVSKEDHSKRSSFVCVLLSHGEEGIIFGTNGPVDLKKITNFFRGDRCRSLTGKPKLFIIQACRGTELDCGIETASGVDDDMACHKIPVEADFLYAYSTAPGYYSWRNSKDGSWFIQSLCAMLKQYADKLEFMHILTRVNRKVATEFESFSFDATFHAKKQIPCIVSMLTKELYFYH
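System: Procaspase-3 D3A mutant. Medium: Zinc-free 300 mM NaCl, 50 mM HEPES, 0.01% Triton X-100. Schedule: 1 h preincubation plus 2 h reaction at 25 °C. Measured by: 405 nm absorbance of p-nitroaniline, reads at 0 and 120 min. Read-out: percent activation relative to control range.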
RPL19A TOR yeast – RPL19A-GFP expression modulators in yeast, primary screen, cell-based, S. cerevisiae, multiplex flow cytometry, MLPCN | S. cerevisiae RPL19A-GFP strain, 3 h; hits give low values | percent response vs DMSO, % at 10 µM | 330,000 tested, 0.3% active | AID 2025, 2009;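 active means percent response vs DMSO below 50%; inconclusive means fewer than 70 events counted for the yeast strain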;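 further: median channel GFP fluorescence of the barcoded RPL19A-GFP strain; ratio of sample median GFP to plate DMSO average so 100% = DMSO; lower means less RPL19A-GFP as with rapamycin TOR inhibition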
MEP2-GFP yeast – modulators of MEP2-GFP levels in yeast, primary screen, S. cerevisiae, multiplex flow cytometry, MLPCN library; S. cerevisiae MEP2-GFP strain, 3 h; 100% = DMSO control level; GFP response vs DMSO, % at 10 µM; 330,000 tested, 0.51% active; AID 2016, 2009;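 active means GFP response versus DMSO above a set limit, roughly screen mean plus 3 SD, cut at about 180% in these data; inconclusive means fewer than 70 cells counted for a yeast strain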;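 further: median GFP fluorescence of the barcode-gated MEP2-GFP cells per well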
JMJD2C inh – inhibitors of GASC-1 histone demethylase, primary screen, biochemical, fluorescence, DELFIA europium. Lysine-specific demethylase 4C (Homo sapiens), Q9H3R0. GST-JMJD2C(1-420) H3K9me3 demethylation. inhibition, % at 2.35 µM. 330,000 tested, 0.069% active. AID 2099, 2009;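 active means more than half of a compound's replicate wells show inhibition beyond 50%, single wells judged on their own value; inconclusive means some, but no more than half, of replicates pass 50% inhibition; inactive means no replicate passes 50% inhibition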;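 further: signal counts dimethyl H3K9 product captured on neutravidin plate; 0% = median of DMSO wells and 100% = 0.3 times that DMSO median; strong numbers were not always called active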
Target sequence (Q9H3R0 1-420 limits assumed): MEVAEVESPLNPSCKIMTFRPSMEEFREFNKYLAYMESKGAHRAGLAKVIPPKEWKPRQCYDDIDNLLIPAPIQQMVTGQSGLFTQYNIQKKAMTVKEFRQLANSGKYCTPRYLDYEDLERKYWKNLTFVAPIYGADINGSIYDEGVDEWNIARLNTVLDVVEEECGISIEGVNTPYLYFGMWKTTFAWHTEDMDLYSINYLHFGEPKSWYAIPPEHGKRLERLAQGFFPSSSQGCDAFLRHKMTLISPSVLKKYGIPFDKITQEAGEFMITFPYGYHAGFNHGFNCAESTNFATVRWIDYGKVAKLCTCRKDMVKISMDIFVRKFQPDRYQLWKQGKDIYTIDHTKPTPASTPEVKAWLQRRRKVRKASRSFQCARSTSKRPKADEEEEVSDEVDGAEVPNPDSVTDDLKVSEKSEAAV
Yeast superoxide – reduction of superoxide in aged yeast, primary screen, HTS; superoxide response (% of plate mean), % at 10 µM; S. cerevisiae aged cells, superoxide DHE fluorescence; hits give low values; 330,000 tested, 0.18% active;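 active means superoxide response under a set limit, about three screen SD below normal, cut at about 65% in these data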;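 further: yeast aged for seven days with compound at 30 °C before DHE staining; 100% = average MFI of all compound-treated wells on the plate with controls excluded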
AHR act – AHR activators, primary screen, cell-based, luminescence, luciferase reporter, human. 320,000 tested, 2.5% active. AHR-responsive luciferase reporter cells. activation, % at 5 µM; in the data active means activation above about 47%;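 further: 0% = vehicle wells and 100% = reference agonist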
proCasp7 act – procaspase-7 activators, primary screen, counter-screen for procaspase-3 activator project, biochemical, absorbance, HTS, human; Caspase-7 (Homo sapiens), P55210; recombinant procaspase-7, Ac-DEVD-pNA absorbance 405 nm; D23A/D198A/D206A triple mutant, cannot self-cleave; scale: DMSO 0, 5 µM enzyme 100; activation, % at 8.5 µM; 330,000 tested, 0.093% active;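 active means percent activation above the screen-wide mean plus 3 SD, cut at about 25% in these data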
Target sequence (P55210 whole entry D23A/D198A/D206A): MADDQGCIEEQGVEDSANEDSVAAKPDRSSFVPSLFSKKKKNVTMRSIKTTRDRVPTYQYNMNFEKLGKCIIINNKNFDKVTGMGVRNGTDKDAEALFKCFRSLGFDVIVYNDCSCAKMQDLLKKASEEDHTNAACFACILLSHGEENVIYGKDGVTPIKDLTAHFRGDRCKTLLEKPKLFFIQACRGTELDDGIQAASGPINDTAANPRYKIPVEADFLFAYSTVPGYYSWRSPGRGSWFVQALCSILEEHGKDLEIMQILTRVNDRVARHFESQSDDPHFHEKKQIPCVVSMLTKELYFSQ
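Detection: p-Nitroaniline absorbance at 405 nm, read at 0 and 120 min; system: Uncleavable procaspase-7 mutant enzyme; evaluation: % activation from two-timepoint absorbance difference, scaled to controls; times: 1 h enzyme–compound preincubation and 2 h substrate reaction, both 25 °C; buffer or medium: Zinc-free HEPES pH 7.4 with 300 mM NaCl, 0.01% Triton X-100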
LAP4 TOR yeast – modulators of LAP4-GFP expression in yeast, primary screen, S. cerevisiae, multiplex flow cytometry, MLPCN library; 3 h; median GFP as percent of DMSO wells; GFP response vs DMSO, % at 10 µM; 320,000 tested, 0.34% active;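 active means GFP response vs DMSO above a set limit, about the screen mean plus 3 SD, cut at about 150% in these data; inconclusive means under 70 cell events counted for the yeast strain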
Active calls of the source: *; ? = inconclusive; / = not tested or not shown; [ ] = remark or other dose.

Sample of the layout, three compounds:
SMILES	proCasp3 act	RPL19A TOR yeast	MEP2-GFP yeast	JMJD2C inh	Yeast superoxide	AHR act	proCasp7 act	LAP4 TOR yeast
Cn1c(=O)[nH]c(=O)c2c1nc(N1CCCCCC1)n2CCCSc1nnnn1-c1ccccc1	0	99	101	-22	108	-1	-17	89
CCOc1ccccc1C(=O)NN1C(=O)C2CCCCC2C1=O (stereo unspecified)	6	112	109	-3	117	22	-10	104
CCc1nn(-c2cc(Oc3ccccc3)nc(-c3ccccc3)n2)c(N)c1C#N	7	100	106	-4	97	4	-5	105

Results, from the start:
SMILES	proCasp3 act	RPL19A TOR yeast	MEP2-GFP yeast	JMJD2C inh	Yeast superoxide	AHR act	proCasp7 act	LAP4 TOR yeast
Cn1c(=O)[nH]c(=O)c2c1nc(N1CCCCCC1)n2CCCSc1nnnn1-c1ccccc1	0	99	101	-22	108	-1	-17	89
CCOc1ccccc1C(=O)NN1C(=O)C2CCCCC2C1=O (stereo unspecified)	6	112	109	-3	117	22	-10	104
CCc1nn(-c2cc(Oc3ccccc3)nc(-c3ccccc3)n2)c(N)c1C#N	7	100	106	-4	97	4	-5	105
O=C(CSc1ncnc2c1oc1ccccc12)Nc1ccccc1F	6	106	111	-5	100	0	6	105
C=CCC(CC=C)(NC(=O)c1ccccc1C)c1ccccc1	3	98	100	65	112	0	-2	94
COc1cc(C(C)=O)ccc1OCC(=O)Nc1ccccc1N1CCCCC1	3	100	99	-3	91	1	1	102
CCOC(=O)NC(O)C(=O)c1cccs1 (stereo unspecified)	-6	100	100	1	94	0	-1	98
COc1ccc(C(=O)N/N=C/c2cccc3cccnc23)cc1	2	97	103	-5	92	4	-3	104
COc1cccc(Oc2ccc(S(=O)(=O)N3CCCC3)cc2[N+](=O)[O-])c1	2	94	105	2	121	2	-2	103
COc1ccc(S[C@@H](CCN2CC[C@H](NC(=O)OCc3ccccc3)CCC2=O)c2ccccc2)cc1	1	93	93	-3	117	1	-7	79
COc1ccc(-n2cc3c(-c4cccc(Br)c4)nnc(C)c3n2)cc1	4	98	95	-3	103	61*	-2	99
O=C(Nc1ccccc1)c1ccc[nH]1	-4	101	101	-6	108	4	-2	85
O=C1C2CCCN2C(c2cccs2)N1c1ccc(F)cc1 (stereo unspecified)	4	106	103	2	107	1	0	94
CNc1ccc(/C=C2\CSc3ccccc3C2=O)cc1[N+](=O)[O-]	5	95	102	-2	86	5	-7	118
Cc1c(C(=O)N(C)c2cccc(Cl)c2)cnn1-c1ccccc1	5	104	104	11	100	-1	-4	97
C=CC[C@@H](CC(=O)N[C@H](CO)Cc1ccccc1)C(=O)NC[C@H](OC(=O)[C@@H](CC=C)Cc1ccc(F)cc1)c1ccccc1	4	103	103	-3	109	1	8	106
O=C(CNC(=S)N(CCCN1CCOCC1)Cc1cccs1)NCc1ccccc1	4	99	104	-3	98	-2	-2	109
Cc1ccc(-c2cc(N)n[nH]2)cc1	0	93	101	-4	89	18	9	99
CC(C)c1nc(SCC(=O)c2ccccc2)c2c(=O)n(C)c(=O)n(C)c2n1	-9	105	107	-9	102	2	0	103
Cc1nnc(SCC2=C(C(=O)O)N3C(=O)C(NC(=O)Cn4nc(C(F)F)cc4C)C3SC2)s1 (stereo unspecified)	-9	94	107	-1	92	0	-26	100
CCCC1S/C(=N/N=C/c2ccc(OC)cc2)N(Cc2ccc(OC)cc2)C1=O (stereo unspecified)	-8	99	99	2	80	3	9	105
CC(C)(C)c1nn2cnnc2n(/N=C/c2ccccc2)c1=O	3	88[may fluoresce violet]	?	3	90	-2	11	108[may fluoresce violet]
O=c1c2ccccc2nc(SCCN2CCOCC2)n1CCc1ccccc1	2	96	102	-15	99	52*	4	97
O=C(C1CCN(c2ncnc3c2sc2cccc(F)c23)CC1)N1CCOCC1	1	100	94	-6	95	28	3	102
Cc1ccc(-n2c(SCc3ccc(C#N)cc3)nnc2-c2ccccn2)cc1	3	100	100	-2	93	0	-1	92
COc1ccccc1C/C(N)=N/OC(=O)COc1ccccc1C	7	91	95	-6	92	-1	-19	105
O=C(CCN1CCN(c2ccccc2)CC1)Nc1cccc(Br)c1	-2	93	104	7	93	0	3	111
Cc1nnc(SCCCN2C(=O)c3ccccc3C2=O)o1	2	95	96	-4	102	-6	3	87
O=C(c1cc2nc(-c3ccco3)cc(C(F)(F)F)n2n1)N1CCCCCC1	1	98	100	4	97	2	3	111
Cc1ccc(C(=O)NCCCNC(=O)Cc2ccc(Cl)cc2)cn1	2	103	102	2	98	-1	6	102
CCCCN1C(=O)/C(=C2/C=CC=CN2C)SC1=S	-16	98	105	1	91	2	-16	98
CCc1ccc(NC(=O)Cc2ccc(NC3=NC4CS(=O)(=O)CC4S3)cc2)cc1 (stereo unspecified)	1	101	100	-17	115	2	10	100
CN(CC(=O)NCc1cccs1)S(=O)(=O)c1cccc2nsnc12	5	97	101	-5	106	-3	8	99
Cc1cccc(NS(=O)(=O)c2ccc3c(c2)Cc2cc(S(=O)(=O)Nc4cccc(C)c4C)ccc2-3)c1C	-2	101	96	-7	93	4	3	99
CCOc1ccccc1N(CC(=O)Nc1ccccc1C(=O)N1CCCC1)S(C)(=O)=O	0	102	105	11	125	2	-6	88
C=C1C(=O)O[C@H]2C[C@]3(C)C([C@@H](OC(=O)/C(C)=C/C)[C@H]12)[C@](C)(O)CC[C@H]3O (stereo partly specified)	-5	101	112	1	94	1	7	104
C/C(=N\Nc1ccc(S(N)(=O)=O)cc1[N+](=O)[O-])c1cccs1	9	103	101	-5	90	-5	-5	88
Cc1cc(C)c(S(=O)(=O)N2CCN(c3ccccc3)CC2)c(C)c1	5	99	98	2	103	0	8	90
CC(C)NC(=O)CCCOc1ccc(Cl)cc1Cl	-8	92	102	-1	106	-3	9	93
O=C(Nc1cccc(S(=O)(=O)Nc2ccc(Cl)cc2)c1)c1ccc(Cl)nc1	0	104	104	13	97	-3	-5	96
CCOC(=O)c1ccc(N2C(=O)CC(N3CC(C)OC(C)C3)C2=O)cc1 (stereo unspecified)	-18	93	102	2	89	-6	3	104
CC(NC(=O)CC(O)(C(F)(F)F)C(F)(F)F)c1ccccc1 (stereo unspecified)	6	100	101	2	107	-4	9	95
Nc1c(Cl)cc(-c2csc(N3CCCC3c3nc4cc(Cl)c(Cl)cc4n3CCCO)n2)cc1Cl (stereo unspecified)	-17	104	102	-2	106	16	-21	109
CCc1ccccc1OCC(=O)Nc1ccc(C)c(S(=O)(=O)N2CCCCCC2)c1	1	94	91	12	92	2	14	95
O=C(O)CC(Cc1ccccc1)c1ccc2c(c1)OCO2 (stereo unspecified)	5	99	104	9	78	0	12	101
CSc1ccccc1NC(=O)CSCc1nc2sc(C)c(C)c2c(=O)[nH]1	9	87	86	1	104	4	3	93
CCc1c(C)nc2[nH]nc(NC(=O)C(F)(F)F)n2c1=O	10	97	106	-7	89	8	9	96
O=C(CNC1CCCCC1)Nc1cccc([N+](=O)[O-])c1	3	98	103	-17	105	2	4	104
O=C(NCCCN1CCOCC1)C(C(=O)c1ccccc1)n1ccccc1=O (stereo unspecified)	0	100	99	-8	98	-4	-1	96
CN(C)S(=O)(=O)c1cccc(C(=O)Nc2ccccc2Cl)c1	-3	104	105	7	109	0	4	109
Next part:
SMILES	proCasp3 act	RPL19A TOR yeast	MEP2-GFP yeast	JMJD2C inh	Yeast superoxide	AHR act	proCasp7 act	LAP4 TOR yeast
Cc1cccc(-c2cc(C(=O)Nc3cccnc3)c3ccccc3n2)c1	1	94	100	39	98	16	8	104
COC(=O)C(=O)C/C(=N/Nc1ncnc2ccccc12)c1ccc(Cl)cc1	-2	96	104	3	101	58*	-10	102
Cc1ccccc1OCCC(=O)OCC(=O)NC1CCCC1	6	90	90	-20	117	-1	6	99
COc1cc(-c2nc3ccccc3nc2-c2ccc(O)c(OC)c2)ccc1O	-5	102	93	16	100	0	-3	81
N/C(=N\OC(=O)/C=C/c1ccccc1Cl)c1cccnc1	6	95	94	5	99	14	5	88
O=C(COC(=O)c1cnccn1)c1ccc(C2CCCCC2)cc1	4	102	102	-27	90	1	8	99
NS(=O)(=O)c1ccc(CCN=C(NS(=O)(=O)c2cccs2)c2ccccc2)cc1	0	101	96	-4	92	-2	5	97
CC(C)(C)OC(=O)N1CCC(NC(=O)c2nc[nH]c2C(=O)NC2CCN(C(=O)OC(C)(C)C)CC2)CC1	4	96	96	1	99	0	5	96
N#Cc1ccc(-c2ccc(F)cc2)nc1Oc1ccc(Cl)c(Cl)c1	6	102	107	10	105	0	0	93
C=CCn1c(SCc2nc3ccccc3c(=O)[nH]2)nnc1-c1cc2cc(Cl)ccc2o1	1	101	99	-40	105	-2	6	93
COc1cc(OC)cc(-c2cc3nc(C)c(CCC(=O)O)c(C)n3n2)c1	0	98	103	-4	128	-13	4	104
COc1ccc(NC(=O)c2cc(C)no2)cc1	-1	100	98	-7	82	-3	4	98
Cc1cc(C)n(CCC(=O)Nc2ccc3c(c2)OCCO3)n1	-8	101	101	1	92	2	4	91
CCO[C@@H]1OC(C(=O)O)=C[C@H](c2cn(C(C)=O)c3ccccc23)[C@H]1CCCO	7	/	/	7	/	-2	-5	/
CC(C)Cc1nc2oc3c(NCCCN4CCOCC4)ncnc3c2c2c1CCC2	3	97	102	3	100	5	10	101
CCCn1nnc(NC(=O)c2ccc3ccccc3c2)n1	3	75	122	3	100	3	1	108
CCOC(=O)c1ccccc1NC(=O)COC(=O)CCNS(=O)(=O)c1ccccc1	-6	102	107	-109	96	-3	3	113
Cc1ccc(NC(=O)CCCCCN2C(=O)[C@@H]3Cc4ccccc4CN3C2=O)c(Cl)c1	-4	100	103	-3	97	-4	9	97
CCOC(=O)c1c(NC(=O)c2c(Br)cnn2CC)sc(C)c1C	3	101	100	5	100	4	9	99
O=C(CCn1c(=O)oc2ccc(Cl)cc21)N1CCN(c2ccccc2)CC1	2	106	108	0	101	1	-2	96
COc1ccc(NCc2nnc(SCC(=O)Nc3cccc(C)c3)o2)cc1	-6	100	102	-1	105	6	-2	100
Cc1ccc(/C=C/C(=O)OCc2nc(N)nc(Nc3ccccc3C)n2)o1	2	101	93	-11	101	4	3	105
Cc1cc(-c2nn(-c3ccccc3F)cc2CN2CCN(c3ccncc3)CC2)c(C)s1	8	90	94	16	96	8	0	94
COc1ccc(COC(=O)c2cccc(S(=O)(=O)N3CCCC3)c2)cc1F	12	104[may fluoresce green]	108[may fluoresce green]	-1	109	-2	-8	90[may fluoresce green]
COc1cc(/C=N/Nc2nncn2/N=C/c2ccc(O)c(OC)c2)ccc1O	-14	97	101	6	104	15	-14	91
CCOC(=O)COc1ccccc1/C=C1\NC(=O)NC1=O	-1	100	100	4	94	1	-4	97
COCc1[nH]nc2c1C(c1sccc1C)C(C#N)=C(N)O2 (stereo unspecified)	10	94	91	9	102	4	-2	92
